Screening results from PubChem BioAssay.
TcdB GH inh: blocks C. difficile toxin B glycohydrolase activity | TcdB glycohydrolase enzymatic assay, plate reader | P18177 | inhibition, % at 9.99 µM | 350,000 tested, 0.24% active; in the data active = inhibition above about 10%
BH1578 lux ind: induces V. cholerae light production without autoinducers. V. cholerae BH1578 lux reporter, luminescence, 6 h. activation, % at 18.7 µM. 350,000 tested, 0.16% active; in the data active = activation mostly above about 9.7%, no sharp cut-off; also: not every result past the cut was called active; inactives centre near 0; reference of the scale not given here
SSB-PriA inh: inhibitors of Klebsiella pneumoniae PriA binding to SSB C-terminal tail; AlphaScreen SSBct-PriA binding, biotinylated peptide; inhibition, % at 33 µM; 430,000 tested, 0.6% active; in the data active = inhibition mostly above about 37%, no sharp cut-off; inactive = mostly below about 20%;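 also: plate controls were negative control peptide for no effect and reference peptide for full effect; strong numbers were not always called active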
Rv3671c protease: inhibitors of M. tuberculosis serine protease Rv3671c | P9WHR9 | inhibition, % at 5.96 µM | 320,000 tested, 0.048% active | AID 2606; in the data active = inhibition above about 38%;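 also: extracellular domain of Rv3671c used as enzyme; 0% = enzyme with DMSO and 100% = no enzyme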
Target sequence (P9WHR9 whole entry, looked up, the tested form may be a part): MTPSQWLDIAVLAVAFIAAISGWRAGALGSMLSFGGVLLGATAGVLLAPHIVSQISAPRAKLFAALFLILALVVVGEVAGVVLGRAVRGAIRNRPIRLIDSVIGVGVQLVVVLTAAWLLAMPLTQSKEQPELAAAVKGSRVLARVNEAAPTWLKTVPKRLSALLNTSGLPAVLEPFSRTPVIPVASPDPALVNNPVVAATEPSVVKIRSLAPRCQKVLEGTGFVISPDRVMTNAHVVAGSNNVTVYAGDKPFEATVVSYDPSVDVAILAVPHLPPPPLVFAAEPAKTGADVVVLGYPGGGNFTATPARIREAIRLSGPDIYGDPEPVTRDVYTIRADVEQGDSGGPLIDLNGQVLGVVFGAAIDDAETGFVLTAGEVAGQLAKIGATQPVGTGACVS
3CLpro inhibitor: SARS-CoV 3CLpro protease inhibition | recombinant SARS-CoV 3CLpro, quenched FRET peptide cleavage | inhibition, % at 6 µM | 290,000 tested, 0.14% active | AID 1706; in the data active = inhibition above about 12%
CCHF vOTU inh: CCHFV vOTU protease inhibition; inhibition, % at 11.5 µM; Pep-AMC fluorescence; 370,000 tested, 0.55% active; in the data active = inhibition above about 30%; also: 0% = vehicle wells with enzyme and 100% = no enzyme wells
DUSP3 inh: DUSP3 (human) phosphatase inhibition | inhibition, % at 13.3 µM | recombinant VHR phosphatase, pNPP absorbance | 290,000 tested, 0.52% active; in the data active = inhibition above about 50%; also: some compounds called inactive have numbers as strong as hits
Target sequence (P51452 whole entry, looked up): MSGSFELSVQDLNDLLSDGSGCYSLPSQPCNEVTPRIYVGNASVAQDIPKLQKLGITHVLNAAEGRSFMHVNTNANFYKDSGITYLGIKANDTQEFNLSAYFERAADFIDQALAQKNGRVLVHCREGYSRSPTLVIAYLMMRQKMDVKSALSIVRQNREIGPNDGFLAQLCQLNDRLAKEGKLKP
PrPC surface inh: reduces human prion protein on the cell surface | P04156 | inhibition, % at 13.8 µM | cell surface PrPC, TR-FRET read-out | AID 720596 | 370,000 tested, 0.43% active; in the data active = inhibition above about 24%; also: 0% = median of the test wells and 100% = reference compound wells
Y pestis TopoI: Y. pestis Topo-I inhibition via cleavage products. Y. pestis Topo-I cleavage product accumulation, plate reader. activity, % at 10 µM. 360,000 tested, 0.064% active. AID 504884; in the data active = activity above about 50%, passing the limit was not always enough; also: inactives centre near 2
MazEF act: MazEF (E. coli) toxin RNase activation. P0AE70. FAM/BHQ RNA-DNA oligo cleavage fluorescence, 5 h. 350,000 tested, 0.32% active. activation, % at 20 µM; in the data active = activation above about 50%
Target sequence (P0AE70 whole entry, looked up): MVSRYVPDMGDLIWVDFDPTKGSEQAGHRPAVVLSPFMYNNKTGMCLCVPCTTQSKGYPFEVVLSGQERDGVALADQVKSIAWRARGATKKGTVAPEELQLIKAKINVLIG
* = called active by the depositor; i = inactive; · = no result given; & = joins results of further samples. The list is partial; the hit share may differ from the screen's.

molecule	TcdB GH inh	BH1578 lux ind	SSB-PriA inh	Rv3671c protease	3CLpro inhibitor	CCHF vOTU inh	DUSP3 inh	PrPC surface inh	Y pestis TopoI	MazEF act
CC1(C)Cc2c(sc3ncn(N)c(=N)c23)CO1	·	i	1.1	9.2	3.2	5.5	8.1	-9.1	0.7	6.6
Cc1ccc2cc(C(c3nnnn3CC3CCCO3)N3CCCC4(CCCCC4)C3)c(=O)[nH]c2c1 (configuration not stated)	·	i	2.6	·	-4.8	-0.8	·	-2.5	12.9	2.7
CCOC(=O)C1OC2(CCCC2)OC1C(=O)OCC (configuration not stated)	1.7	i	0.6	·	·	-4.9	·	3.5	-2.1	6.0
COc1ccc(OCc2cc(C(=O)NCC(C)(C)N3CCOCC3)no2)c(Cl)c1	-0.2	-2.9	-0.3	-2.9	-1.9	-3.1	24.0	-16.4	21.2	4.9
Cn1c(N)c(C(=O)CSc2nnc(C3CC3)n2-c2ccccc2)c(=O)[nH]c1=O	0.9	-0.8	-13.1	2.9	·	-1.9	·	2.5	0.7	-0.9
COc1ccccc1-n1cc(-c2ccc([N+](=O)[O-])cc2)[nH]c1=S	-1.4	-0.7	2.8	-8.2	0.2	-12.1	20.1	-15.9	-7.9	8.1
Nc1nc(-c2ccc3c(c2)CCO3)cs1	0.3	-0.2	1.4	2.2	-2.1	-9.8	26.2	0.0	10.3	-4.6
COc1ccc(C(=O)NC(=S)N2CCCCC2c2cccnc2)cc1OC (configuration not stated)	-0.9	-0.5	1.2	0.4	-3.2	-8.7	16.6	6.5	1.5	3.1
CN(C(=O)COc1cccc(C#N)c1)C1CCS(=O)(=O)C1 (configuration not stated)	-5.5	3.4	-5.2	-4.5	·	7.9	·	4.7	3.6	1.7
CC(=O)Nc1ccc(S(=O)(=O)Nc2ccc3c(c2)CCC3)cc1	0.6	-0.2	0.9	-7.3	3.6	3.6	-2.9	4.7	-2.7	4.0
Cc1nccn1-c1c([N+](=O)[O-])c(=O)n(C)c2ccccc12	1.0	-0.5	-8.6	7.8	1.1	-14.4	17.2	-11.7	0.7	7.7
CCCCNC(C)Cc1ccccc1 (configuration not stated)	-2.3	-0.2	-5.2	-9.5	·	-3.9	·	-0.4	-6.2	-0.9
Cc1nc(N)nc(N/N=C/c2ccccc2)n1	0.1	-0.7	i	-5.7	2.4	-2.9	5.0	8.0	7.0	-4.3
Cc1cccc(-n2c(SCC(=O)N3CCCC3)nnc2-c2ccccn2)c1C	1.3	-0.4	-5.7	7.0	-7.0	9.5	17.6	0.4	0.4	0.8
CCCCC(=O)OCC(=O)C1(O)Cc2c(O)c3c(c(O)c2C(OC2CC(NC(=O)C(F)(F)F)C(O)C(C)O2)C1)C(=O)c1c(OC)cccc1C3=O (configuration not stated)	0.9	i	-11.3	·	·	9.1	·	-24.0	26.5	47.2
COC(=O)c1ccc(Cn2c(CN3CCOCC3)nc3ccccc3c2=O)o1	·	i	-7.7	-4.0	-4.0	3.5	4.9	6.0	-3.1	10.1
Cc1cccc(N(C)c2cc(C)nc3nc(C)nn23)c1	0.5	-0.3	-10.1	-0.4	0.6	8.0	-7.5	8.2	10.5	3.1
O=S(=O)(NC1CCCCC1Nc1ccccc1)c1ccccc1 (configuration not stated)	0.6	i	-2.1&10.0	-10.9	-0.8	5.8	-7.9	19.0	4.6	8.1
Cn1cccc1Cc1nnc(SCC(=O)N2CCCCCC2)n1-c1ccc(F)cc1	-8.2	-0.4	6.8	-0.4	3.1	11.1	-31.0	3.2	26.5	-8.8
O=C(C=Cc1ccccn1)c1ccccc1	0.0	-3.8	-2.9	·	·	-0.8	·	4.8	7.5	1.4
Cc1cc(C)cc(NC(=O)CSc2nnc(CN3CCOCC3)n2C)c1	·	2.1	-15.7	2.3	-2.9	-10.7	13.2	5.9	-5.7	8.4
COCCNC(=O)Cn1cc(/C=C2\C(=O)NC(=O)N(c3cccc(C)c3C)C2=O)c2ccccc21	0.3	i	-12.2	-3.8	0.1	4.2	·	-1.3	0.8	-115.9
COc1ccccc1NC(=S)NCc1ccc(S(N)(=O)=O)cc1	2.8	i	4.0	-0.6	2.9	-8.7	9.1	7.4	5.4	1.3
N#Cc1c(C(F)(F)F)cc(-c2cccs2)nc1SC(C(=O)O)c1ccccc1 (configuration not stated)	-3.8	i	-14.0	-2.8	1.6	18.6	·	10.1	7.3	-2.5
CCOC(=O)N(C)C[C@@H]1OCc2cn(nn2)CCCC(=O)N([C@@H](C)CO)C[C@H]1C	0.8&0.5	-0.4	·	·	·	-4.2	·	4.7	2.7	6.4

The list goes on.
molecule	TcdB GH inh	BH1578 lux ind	SSB-PriA inh	Rv3671c protease	3CLpro inhibitor	CCHF vOTU inh	DUSP3 inh	PrPC surface inh	Y pestis TopoI	MazEF act
COCCN(C(=O)Nc1ccccc1)c1ccccc1C	·	i	-13.2	1.4	-7.4	-9.0	22.0	2.4	9.9	6.3
CCCOP(=O)(OCCC)C(NC(=O)c1cc(OC)c(OC)c(OC)c1)c1ccccc1 (configuration not stated)	0.5	-0.2	-9.4	0.6	0.3	-8.4	21.7	-13.7	10.1	-1.3
O=C1NC(=O)C(=Cc2ccccc2[N+](=O)[O-])S1	1.8	i	19.1	·	·	23.6	·	-14.9	62.0*	-2.3
O=C(NCCCNCc1ccccc1)c1ccncc1	0.2	-1.9	-0.7	4.6	3.5	0.5	8.4	1.0	5.8	-5.5
CCCCOc1ccc(C(=O)NCC(=O)OCCCOC(=O)CNC(=O)c2ccc(OCCCC)cc2)cc1	0.5	1.3	·	·	·	8.6	·	-6.1	24.4	2.4
CCc1nc(Nc2ccncc2)c2oc3ccccc3c2n1	·	i	-1.9	3.9	-5.5	1.4	18.9	2.3	-3.6	3.1
CCn1c(=O)c(-[n+]2ccccc2)c(O)c2ccccc21	·	0.1	-10.4	0.3	-8.0	5.4	-0.9	-0.3	0.3	2.1
CCC(=O)NC(Cc1ccccc1)c1ccc2c(c1)OCCCO2 (configuration not stated)	2.0	-0.4	-12.9	4.5	0.8	-13.1	-17.2	1.6	4.5	7.4
O=c1[nH]c2cc3c(cc2cc1CN(CCc1ccccc1)Cc1nnnn1CC1CCCO1)OCO3 (configuration not stated)	·	-1.4	-16.0	2.8	0.5	-17.6	-2.0	-5.0	28.8	-0.2
CCc1ccc2[nH]c(=O)c(CN(CCN3CCOCC3)C(=O)Nc3ccccc3F)cc2c1	·	-0.5	8.8	-7.9	0.6	4.0	18.2	3.0	30.5	10.5
CCCC(=O)C1=C(O)C(C(=O)OC)C(C)(C)CC1=Nc1cccc2ccccc12 (configuration not stated)	·	i	0.5	-0.1	8.0	3.9	-1.0	12.5	28.3	-1.6
CCN(CC(=O)NC(C)C)C(=O)C(CCSC)NC(=O)c1cccc(C)c1 (configuration not stated)	·	-0.3	4.1	4.0	-2.0	17.9	-22.6	-4.0	-6.2	-1.0
C[N+](C)(C)CC(O)CC(=O)O (configuration not stated)	-5.4	-0.3	-10.4	0.9	·	1.1	·	5.5	6.6	6.5
C/C(=N/NC(=O)C(=O)N/N=C(/C)c1ccccc1)c1ccccc1	-4.5	·	·	4.6	2.3	-5.7	8.5	1.8	·	·
COc1ccc2oc(C(=O)NCc3ccccc3CN3CCCC3)c(C)c2c1	0.3	-2.8	3.2	-5.3	·	1.8	·	4.7	18.1	8.5
CC(=O)Nc1sc2c(c1C#N)CC(C)(C)NC2(C)C	·	i	-1.7	-2.8	3.6	-9.8	35.8	-2.0	-0.3	4.8
CN(C)S(=O)(=O)c1cccc(NC(=O)/C=C/c2ccccc2[N+](=O)[O-])c1	1.0	-0.5	4.6	-6.8	-2.0	1.6	7.7	-23.8	-5.5	2.8
Cc1cccc(N2CCN(C(=O)Cc3ccc(Br)cc3)CC2)c1C	·	0.6	-24.4	-0.3	5.1	10.7	3.6	6.2	-7.2	-4.3
O=S1(=O)c2ccc(Br)cc2N2CC[C@H](C2)N1Cc1ccc(Cl)cc1	1.3	-0.4	-14.0	·	·	0.0	·	4.3	-2.2	-0.2
CCCc1cc(=O)[nH]c(SCC(=O)N(CC(C)C)C2CCS(=O)(=O)C2)n1 (configuration not stated)	·	i	-7.5	4.8	-3.0	1.1	-14.8	-6.8	1.2	1.0
CCOC(=O)c1c(C)[nH]c(C)c1S(=O)(=O)NCCCc1ccco1	0.1	-1.6	7.4	2.5	-1.0	-3.1	-9.9	4.7	2.4	2.8
CC(C)CN1CCN(Cc2cccc3nccnc23)CC1CCO (configuration not stated)	-4.8	-0.4	3.3	5.3	0.4	-2.3	10.3	1.2	-7.0	-6.5
O=C(CN1CCSC1=O)N1CCN(S(=O)(=O)c2ccc(F)cc2)CC1	1.4	i	2.8	·	·	7.1	·	0.0	0.3	-6.4
Cc1ccccc1NC(=O)c1ccc(Cl)c(NC(=O)c2ccncc2)c1	·	0.3	-5.1	1.0	2.2	-1.8	-14.3	8.3	-1.7	1.3
CC[C@]12c3[nH]c4cc(-c5ccco5)ccc4c3CCN1C(=O)[C@@H](CC(=O)NCc1ccco1)C[C@@H]2C(=O)N1CCN(C(=O)c2ccco2)CC1	0.9	i	2.3	·	·	-30.4	·	-10.0	15.9	6.2

New compounds follow.
molecule	TcdB GH inh	BH1578 lux ind	SSB-PriA inh	Rv3671c protease	3CLpro inhibitor	CCHF vOTU inh	DUSP3 inh	PrPC surface inh	Y pestis TopoI	MazEF act
O=C(NCCCN1CCOCC1)c1ccc2c(c1)N(Cc1c(F)cccc1Cl)C(=O)c1ccccc1S2	1.2	i	11.4	-0.1	-0.2	-2.4	10.7	-8.7	-8.1	-8.0
COc1cc(C(C#N)N2CCCCC2)ccc1O (configuration not stated)	·	i	-15.7	4.5	-2.3	9.2	21.3	7.3	-2.0	6.5
Cc1ccccc1OCC(=O)Nc1ccccc1CO	·	-1.7	-16.0	15.2	3.6	-5.1	3.4	4.2	-0.4	14.6
O=C(CN1C(=O)NC2NC(=O)NC21)NN=C1CCCC1 (configuration not stated)	-2.5	i	1.1	-4.1	-6.9	4.5	25.6	1.3	-0.3	-1.8
O=C(Cc1ccccc1)Nc1ccc(NC(=O)c2ccco2)nc1	·	-0.3	0.9	6.6	0.8	14.2	25.0	2.0	5.0	0.0
CCc1sc(C(=O)NC(C)C2CCCO2)cc1Br (configuration not stated)	2.1	i	-23.4	4.5	4.4	15.4	23.6	-3.5	10.1	0.5
CC1(C)c2ssc(=S)c2-c2ccccc2N1C(=O)c1ccco1	·	2.9	1.9	4.8	2.7	10.4	14.7	1.4	-0.9	4.3
CC(C)CN(C(=O)COC(=O)c1ccc(-c2ccccc2)cc1)C1CCS(=O)(=O)C1 (configuration not stated)	-5.0	-3.0	-10.6	-7.3	1.2	-8.7	26.2	3.6	12.2	1.7
Cc1ccc(Oc2ncccc2C(=O)NCC(=O)O)cc1	-0.2	-0.4	-17.8	5.5	1.3	9.8	-11.0	7.9	-15.2	0.2

Entries listed so far that contain a CF3 group, in the order listed:
molecule	TcdB GH inh	BH1578 lux ind	SSB-PriA inh	Rv3671c protease	3CLpro inhibitor	CCHF vOTU inh	DUSP3 inh	PrPC surface inh	Y pestis TopoI	MazEF act
CCCCC(=O)OCC(=O)C1(O)Cc2c(O)c3c(c(O)c2C(OC2CC(NC(=O)C(F)(F)F)C(O)C(C)O2)C1)C(=O)c1c(OC)cccc1C3=O (configuration not stated)	0.9	i	-11.3	·	·	9.1	·	-24.0	26.5	47.2
N#Cc1c(C(F)(F)F)cc(-c2cccs2)nc1SC(C(=O)O)c1ccccc1 (configuration not stated)	-3.8	i	-14.0	-2.8	1.6	18.6	·	10.1	7.3	-2.5

3 of these compounds in another layout.
Values in the order: TcdB GH inh | BH1578 lux ind | SSB-PriA inh | Rv3671c protease | 3CLpro inhibitor | CCHF vOTU inh | DUSP3 inh | PrPC surface inh | Y pestis TopoI | MazEF act
CCc1sc(C(=O)NC(C)C2CCCO2)cc1Br (configuration not stated)
  2.1 | i | -23.4 | 4.5 | 4.4 | 15.4 | 23.6 | -3.5 | 10.1 | 0.5
Cc1ccccc1OCC(=O)Nc1ccccc1CO
  · | -1.7 | -16.0 | 15.2 | 3.6 | -5.1 | 3.4 | 4.2 | -0.4 | 14.6
Cc1ccc(Oc2ncccc2C(=O)NCC(=O)O)cc1
  -0.2 | -0.4 | -17.8 | 5.5 | 1.3 | 9.8 | -11.0 | 7.9 | -15.2 | 0.2
